TRPC4 agonist – opens the mouse TRPC4 cation channel; 0.49% of 310,000 active; Q9QUQ5; HEK293 TRPC4beta/mu-opioid, Fluo4 calcium fluorescence; hits give high values; B-score at 10 µM;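 active means B-score above 5 SD of library B-scores, and initial fluorescence ratio not above library mean plus 5 SD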;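 further: positive B-score marks a calcium rise read as TRPC4 activation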
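Assay system: HEK293 stable line with TRPC4beta plus mu-opioid receptor. Times: dye 45 min RT, read 110 s. Measured by: kinetic Fluo4 calcium fluorescence. Measure: B score of integrated ratio. Controls: assay buffer as low control, maximal DAMGO as high control.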
MrgX1 PAM – human MrgX1 positive allosteric modulation, primary screen. MrgX1-HEK293, Fluo-4 calcium flux, FDSS; hits give high values. B-score at 10 µM. 0.63% of 310,000 active;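 active means plate-corrected calcium response at least 3 library SD above typical, normal starting fluorescence, not activating the receptor alone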;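 further: compound read alongside a low EC10 to EC30 dose of BAM8-22 agonist; peak minus trough fluorescence over baseline measured at the second addition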
ANO1 block – blocks the mouse calcium-activated chloride channel TMEM16A; HEK293 TMEM16A/YFP iodide influx fluorescence, ionomycin; normalized B-score (activity score, 25-100; higher = stronger inhibition) at 10 µM; 1.2% of 310,000 active; Q8BHY3;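 active means ratio plate-corrected score three or more library SD toward inhibition, starting fluorescence score within five deviations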;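 further: score derived from kinetic fluorescence span divided by baseline fluorescence per well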
ANO1 activ – activators or potentiators of mouse TMEM16A chloride channel; B-score at 10 µM; Q8BHY3; HEK293 TMEM16A/YFP-H148Q/I152L, iodide quench fluorescence; hits give low values; 0.3% of 340,000 active;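 active means fluorescence-ratio B-score plate-corrected deviation score at least 3 library SD below zero, with starting fluorescence score within 5 deviations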;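 further: channel opened by trigger with iodide after compound preincubation; score built on the fluorescence ratio of max minus min over baseline; more negative score means more quench and so TMEM16A activation or potentiation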
TRPC4 inh – blocks the mouse TRPC4 cation channel; Q9QUQ5; 0.39% of 300,000 active; HEK293 TRPC4beta/mu-opioid, DAMGO-evoked Fluo4 calcium flux; hits give low values; AID 2247; B-score at 10 µM;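 active means B-score over 3 SD under the library average, no early fluorescence shift, positive overall ratio signal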
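Material: HEK293 cells with stable TRPC4beta plus mu-opioid receptor expression; probe or stimulus: DAMGO in two steps, submaximal then maximal; technique: Fluo4 calcium fluorescence by kinetic imaging, 5 s 1 Hz baseline; measure: integrated fluorescence ratio relative to baseline, converted to per-well B score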
TRPC6 act – activators of mouse TRPC6 channel; 0.13% of 310,000 active; HEK293-TRPC6 membrane potential dye fluorescence; hits give high values; Q61143; B-score at 10 µM; AID 2550;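 active means B-score of the integrated fluorescence ratio above library mean plus 3 SD, and starting fluorescence ratio within library mean plus 5 SD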;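 further: higher score means more depolarization so channel activation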
Target sequence (Q61143 whole entry, looked up): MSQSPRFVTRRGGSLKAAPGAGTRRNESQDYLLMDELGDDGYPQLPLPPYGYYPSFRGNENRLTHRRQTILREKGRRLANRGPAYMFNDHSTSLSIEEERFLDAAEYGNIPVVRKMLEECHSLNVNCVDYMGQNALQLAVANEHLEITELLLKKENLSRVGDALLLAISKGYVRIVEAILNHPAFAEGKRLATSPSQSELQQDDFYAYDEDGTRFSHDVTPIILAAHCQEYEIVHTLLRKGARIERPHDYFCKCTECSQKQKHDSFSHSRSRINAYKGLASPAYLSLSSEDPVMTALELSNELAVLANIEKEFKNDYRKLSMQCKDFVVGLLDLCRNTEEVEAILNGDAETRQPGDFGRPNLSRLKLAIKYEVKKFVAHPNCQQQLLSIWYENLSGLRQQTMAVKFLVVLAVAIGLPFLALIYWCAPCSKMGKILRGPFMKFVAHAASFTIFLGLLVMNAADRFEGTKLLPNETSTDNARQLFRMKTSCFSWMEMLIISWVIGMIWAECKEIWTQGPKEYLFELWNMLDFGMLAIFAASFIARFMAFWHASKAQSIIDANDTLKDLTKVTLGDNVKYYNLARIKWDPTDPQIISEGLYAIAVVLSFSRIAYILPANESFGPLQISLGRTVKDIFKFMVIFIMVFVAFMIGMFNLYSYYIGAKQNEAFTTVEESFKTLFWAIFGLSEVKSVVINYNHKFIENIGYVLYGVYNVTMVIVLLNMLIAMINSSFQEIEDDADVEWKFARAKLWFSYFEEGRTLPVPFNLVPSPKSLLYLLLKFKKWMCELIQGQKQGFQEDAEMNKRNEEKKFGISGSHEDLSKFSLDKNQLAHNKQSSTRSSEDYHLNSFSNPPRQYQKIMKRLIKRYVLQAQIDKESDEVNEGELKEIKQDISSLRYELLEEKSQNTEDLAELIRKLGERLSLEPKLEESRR
RGS4 block – inhibitors of human RGS4; HEK293 M3R/RGS4 inducible, Fluo-4 calcium flux; hits give high values; triggered by carbachol at its EC20; 0.45% of 310,000 active; B-score at 10 µM;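 active means B-score, a plate-corrected calcium signal, over three deviations above library mean, with baseline fluorescence within five deviations of library mean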;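 further: RGS4 expression induced by doxycycline in cells with stable M3 receptor; B-score is computed from the integrated fluorescence ratio over baseline after carbachol; higher B-score means a larger calcium signal and so more RGS4 inhibition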
Target sequence (P49798 whole entry, looked up): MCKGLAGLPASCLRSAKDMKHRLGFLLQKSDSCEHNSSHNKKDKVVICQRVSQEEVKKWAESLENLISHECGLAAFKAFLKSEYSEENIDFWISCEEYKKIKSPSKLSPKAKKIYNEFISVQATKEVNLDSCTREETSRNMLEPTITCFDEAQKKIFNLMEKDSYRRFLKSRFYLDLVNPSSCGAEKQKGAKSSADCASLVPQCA
TRPC4 PAM – TRPC4 (mouse) allosteric potentiation | Q9QUQ5 | HEK293 TRPC4beta/mu-opioid, DAMGO EC20, Fluo-4 Ca2+ flux; hits give high values | B-score at 10 µM | 0.42% of 310,000 active;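 active means B-score of calcium response area above 5 SD of library B-scores, with initial fluorescence ratio within 5 SD of library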;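 further: B-score of integrated fluorescence ratio over time as area under calcium response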
TRPC6 inh – blocks the mouse TRPC6 cation channel; 1.1% of 310,000 active; B-score at 10 µM; AID 2553; Q61143; HEK293-TRPC6, membrane potential dye, ACh-evoked depolarization; hits give low values;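 active means B-score under library mean minus 3 SD, initial fluorescence not abnormally high, positive integrated signal ratio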;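 further: B-score derived from integrated fluorescence ratio over the kinetic read; more negative B-score means stronger inhibition of depolarization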
MrgX1 antagonist – human MrgX1 receptor antagonism, primary screen; Q96LB2; MRGX1-HEK293 calcium flux, Fluo-4, BAM8-22 antagonism; hits give low values; B-score at 10 µM; 1.3% of 310,000 active;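 active means calcium-response B-score plate-corrected more than 3 library SD below zero, starting fluorescence within 5 deviations, no agonist response on first addition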;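 further: peak minus trough fluorescence over baseline after final BAM8-22 challenge near maximal dose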
MrgX1 agonist – agonists of human MrgX1 receptor. Q96LB2. MrgX1-HEK293 cells, Fluo-4 calcium fluorescence, agonist mode; hits give high values. B-score at 10 µM. 0.44% of 310,000 active;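 active means calcium response B-score plate-corrected fluorescence ratio at least 3 library SD, with starting fluorescence B-score inside 5 SD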
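Assay system: stable human MrgX1 HEK293 cell line. Quantity: 15,000 cells per well. Schedule: cells plated overnight, dye loaded 0.5 h 37 °C, 0.5 h room temperature. Detection: Fluo-4 NW calcium-flux fluorescence, kinetic read. Read-out basis: peak-minus-minimum fluorescence over baseline, converted to B scores. Control set: positive and negative control wells on each plate.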
* = called active by the depositor; i = inactive; . = no result given.

SMILES	TRPC4 agonist	MrgX1 PAM	ANO1 block	ANO1 activ	TRPC4 inh	TRPC6 act	RGS4 block	TRPC4 PAM	TRPC6 inh	MrgX1 antagonist	MrgX1 agonist
Cc1ccc(C)c(N2CCN(S(=O)(=O)c3ccc4c(c3)CC(C)N4C(=O)C3CC3)CC2)c1 (configuration not stated)	i	i	i	i	i	i	i	i	i	i	i
O=C1c2ccccc2S(=O)(=O)c2cc(C(=O)N3CCN(c4ncccn4)CC3)ccc21	i	i	i	i	i	i	i	i	i	i	i
CCCCNC(=O)C(=O)c1ccccc1NC(C)=O	i	i	i	i	i	i	i	i	i	i	i
O=C(CNCc1ccccc1)Nc1ccc(Oc2ccccc2)cc1	i	i	i	i	i	i	i	i	i	i	i
CCc1ccc(OCC(=O)N/N=C(\C)c2ccccc2OC(F)F)cc1	i	i	i	i	i	i	i	i	i	i	i
O=c1c2cnn(-c3ccccc3)c2nnn1Cc1ccccn1	i	i	i	i	i	i	i	i	i	i	i
Fc1cc(F)cc(NC(=S)NCCCN2CCOCC2)c1	i	i	i	i	i	i	i	i	i	i	i
O=C(COC(=O)/C=C/c1ccco1)NCc1ccco1	i	i	i	i	i	i	i	i	i	i	i
O=C(CSc1nncn1-c1ccccc1)Nc1cccc(S(=O)(=O)N2CCCCC2)c1	i	i	i	.	i	i	i	i	i	i	i
CN(C)C(=O)C#Cc1ccccc1	i	i	i	i	i	i	i	i	i	i	i
NC(=O)CSc1nnc(NC(=O)C23CC4CC(CC(C4)C2)C3)s1	i	i	i	i	i	i	i	i	i	i	i
CC(C)Nc1nnc(SCc2cc(=O)n3ccsc3n2)s1	i	i	i	i	i	i	i	i	i	i	i
CC(C)CN1C(=O)c2ccc(C(=O)NCc3ccc4c(c3)OCO4)cc2C1=O	i	i	i	i	i	i	i	i	i	i	i
O=S(=O)(NCc1cccnc1)c1ccc(Cl)c(Cl)c1	i	i	i	i	i	i	i	i	i	i	i
Cc1ccc(NC(=O)C2Cc3ccccc3CN2C(=O)c2ccco2)cc1S(=O)(=O)N(C)C (configuration not stated)	i	i	i	i	i	i	i	i	i	i	i
O=C(NC1CCCCCCC1)NC1CCCCC1	i	i	i	i	i	i	i	i	i	i	i
CC(Sc1nc(NCc2ccccc2)nc(N2CCOCC2)n1)C(=O)Nc1ccccc1 (configuration not stated)	i	i	i	i	i	i	i	i	i	i	i
C/C(=N/NC(=O)c1ccc(-c2ccccc2)cc1)c1cccc(O)c1	i	i	i	i	i	i	i	i	i	i	i
CC(c1nnnn1C1CCCCC1)N(Cc1ccccc1)Cc1cccnc1 (configuration not stated)	i	i	i	i	.	i	i	i	i	i	i
C=CCNC(=O)C1CCC(=O)N1S(=O)(=O)c1ccc(C)cc1 (configuration not stated)	i	i	i	i	i	i	i	i	i	i	i
NC(=O)C1CCCN1 (configuration not stated)	i	i	i	i	i	i	i	i	i	i	i
COc1cccc(-c2csc(N3CCN(C(=O)NC45CC6CC(CC(C6)C4)C5)CC3)n2)c1	i	i	i	i	i	i	i	i	i	i	i
Cc1ccc(N(CC(=O)Nc2cccc(N(C)S(C)(=O)=O)c2)S(C)(=O)=O)cc1	i	i	i	i	i	i	i	i	i	i	i
CC(=O)c1cccc(NC(=O)Nc2ccc(C)cc2)c1	i	i	i	i	i	i	i	i	i	i	i
O=C(N/N=C/c1ccc([N+](=O)[O-])cc1)c1cccc2cc[nH]c12	i	i	i	i	i	i	i	i	i	i	i
O=C(c1ccc2c(c1)OCO2)N1CCN(c2ccc(C(F)(F)F)cn2)CC1	i	i	i	i	i	i	i	i	i	i	i
N#CC(c1ccc(Cl)nn1)c1c(F)cccc1Cl (configuration not stated)	i	i	i	i	i	i	i	i	i	i	i
O=C(N/C=N/OCc1ccc(Cl)cc1Cl)NOCc1ncc(C(F)(F)F)cc1Cl	i	i	i	i	i	i	i	i	i	i	i
Cc1cccc(N(C)C(=O)c2cc(S(=O)(=O)N3CCc4ccccc43)cn2C)c1	i	i	i	i	i	i	i	i	i	i	i
Cc1cc2cc(CNC(=S)NC3CCCCC3)ccc2[nH]1	i	i	i	i	i	i	i	i	i	i	i
COc1ccccc1N(CC(=O)NCCSc1ccccc1)S(=O)(=O)c1ccccc1	i	i	i	i	i	i	i	i	i	i	i
COc1ccc2nc(C)cc(N/N=C/c3ccc(F)cc3)c2c1	i	i	i	i	i	i	i	i	i	i	i
O=C(NCCOc1ccccc1)C(=O)c1c[nH]c2ccccc12	i	i	i	i	i	i	i	i	i	i	i
O=Cc1cn(CCOc2ccccc2F)c2ccccc12	i	i	i	i	i	i	i	i	i	i	i
Cc1cc(S(=O)(=O)N2CCCC2)ccc1OCC(=O)NCc1ccccc1	i	i	i	i	i	i	i	i	i	i	i
CCCC(=O)Nc1nnc(CCc2ccccc2)s1	i	i	i	i	i	i	i	i	i	i	i
CC(=O)Nc1ccc(S(=O)(=O)N(C)CC(=O)Nc2ccccc2N2CCOCC2)cc1	i	i	i	i	i	i	i	i	i	i	i
Cc1[nH]n(-c2ccccc2)c(=O)c1C(c1cccc([N+](=O)[O-])c1O)c1c(C)[nH]n(-c2ccccc2)c1=O	i	i	i	i	i	i	i	i	i	i	i
CCOC(=O)CN1C(=O)NC2NC(=O)NC21 (configuration not stated)	i	i	i	i	i	i	i	i	i	i	i
COc1cc(/C=N/NC(=S)N/N=C/c2cc(OC)c(OC)c(OC)c2)cc(OC)c1OC	i	i	i	i	i	i	i	i	i	i	i
O=C(CN1C(=O)CSc2ccccc21)N1CCc2ccccc21	i	i	i	i	i	i	i	i	i	i	i
Cc1noc(C)c1C(=O)NCCCN1CCCC1=O	i	i	i	i	i	i	i	i	i	-4.9*	i
N#Cc1c(C(F)(F)F)cc(-c2cccs2)nc1SC(C(=O)O)c1ccccc1 (configuration not stated)	i	i	i	i	i	i	i	i	i	i	i
CC1CCC(NC(=O)C2COc3ccccc3O2)CC1 (configuration not stated)	i	i	i	i	i	i	i	i	i	i	i
COc1ccc([N+](=O)[O-])cc1NC(=O)c1ccc(N2C(=O)CCC2=O)cc1	i	i	i	i	i	i	i	i	i	i	i
Cc1cccc(C)c1NC(=O)CNC(=O)c1c(C)nn(C)c1Cl	i	i	i	i	i	i	i	i	i	i	i
COc1cc(OC)cc(C(=O)N2CCCC(Nc3ccc(F)cc3)C2)c1 (configuration not stated)	i	i	i	i	i	i	i	i	i	i	i
CCCC1=C([O-])C2N=CC=CC2=[N+](c2ccccn2)C1=O (configuration not stated)	i	i	i	i	i	i	i	i	i	i	i
O=C(CSc1nnc(SCc2ccc(Cl)cc2)s1)N/N=C/c1ccccc1C(=O)O	i	i	i	i	i	i	i	i	i	i	i
COc1ccc(S(=O)(=O)N2CCCCCC2)cc1C(=O)Nc1ccc(C)cn1	i	i	i	i	i	i	i	i	i	i	i
Cc1cccc2cc(CN(CCN(C)C)C(=S)Nc3ccccc3)c(=O)[nH]c12	i	i	i	i	i	i	i	i	i	i	i
O=C(c1ccc(COc2ccccc2[N+](=O)[O-])o1)N1CCCCC1	i	i	i	i	i	i	i	i	i	i	i
CCCCC1(C)OC(=O)C(=Cc2ccc(-c3ccc(Cl)c(C(=O)O)c3)o2)C(=O)O1 (configuration not stated)	i	i	i	i	i	i	i	i	i	i	i
Cc1ccc(-c2noc(CN(C)C(=O)Nc3ccc(F)cc3)n2)cc1	i	i	i	i	i	i	i	i	i	i	i
CCN(CC)S(=O)(=O)c1ccc(N/N=C/c2cccnc2)nc1	i	i	i	i	i	i	i	i	i	i	i
CCC1SC2=NC(C)=C(C(=O)OCCOC)C(c3ccc(C(=O)OC)cc3)N2C1=O (configuration not stated)	i	i	i	i	i	i	i	i	i	i	i
COc1ccc(CC(=O)OCC(=O)Nc2ncc(Cl)cc2Cl)cc1	i	i	i	i	i	i	i	i	i	-4.7*	i
O=C(COC(=O)CCCSc1nc2ccccc2[nH]1)NC(=O)NC1CCCC1	i	i	i	i	i	i	i	i	i	i	i
Cc1cccc2c(CC(=O)Nc3ccccc3)noc12	i	i	i	i	i	i	i	i	i	i	i
CCCCn1c(SCC(=O)Nc2ccc(C)c(S(=O)(=O)N3CCOCC3)c2)nnc1C(CC)N(C)C (configuration not stated)	i	i	i	i	i	i	i	i	i	i	i

Reformatted: results already given
Values run as follows: TRPC4 agonist | MrgX1 PAM | ANO1 block | ANO1 activ | TRPC4 inh | TRPC6 act | RGS4 block | TRPC4 PAM | TRPC6 inh | MrgX1 antagonist | MrgX1 agonist
CCC1SC2=NC(C)=C(C(=O)OCCOC)C(c3ccc(C(=O)OC)cc3)N2C1=O (configuration not stated)
→ i | i | i | i | i | i | i | i | i | i | i
COc1cc(OC)cc(C(=O)N2CCCC(Nc3ccc(F)cc3)C2)c1 (configuration not stated)
→ i | i | i | i | i | i | i | i | i | i | i

The list continues:
SMILES	TRPC4 agonist	MrgX1 PAM	ANO1 block	ANO1 activ	TRPC4 inh	TRPC6 act	RGS4 block	TRPC4 PAM	TRPC6 inh	MrgX1 antagonist	MrgX1 agonist
Cc1ccc(C(=O)N2CCN(Cc3ccc4c(c3)OCO4)CC2)cc1[N+](=O)[O-]	i	i	i	i	i	i	i	i	i	i	i
C/C(=N\NC(=O)c1nnn(-c2nonc2N)c1CN1CCCCCC1)c1ccc(Br)cc1	i	i	i	i	i	i	i	i	i	i	i
N#Cc1cn(CC(=O)NCC2CCCO2)c2ccccc12 (configuration not stated)	i	i	i	i	i	i	i	i	i	i	i
N#CC(C(=O)NCc1ccco1)c1nc2ccccc2nc1N1CCOCC1 (configuration not stated)	i	i	i	i	i	i	i	i	i	i	i
Cc1cc(/C=C2\SC(=Nc3ccccc3)NC2=O)c(C)n1-c1ccc(S(N)(=O)=O)cc1	i	i	i	i	i	i	i	i	i	i	i
CC(=O)Oc1ccccc1C1=NN(C(C)=O)C(c2ccccc2)C1 (configuration not stated)	i	i	i	i	i	i	i	i	i	i	i
O=C(Nc1ncccn1)c1ccc(C(F)(F)F)cc1	i	i	i	i	i	i	i	i	i	i	i
CC(Sc1nc(N)c(NC(=O)c2ccc(Br)o2)c(=O)[nH]1)C(=O)O (configuration not stated)	i	i	i	i	i	i	i	i	i	i	i
